KB-V1 MDR tox – qHTS assay for MDR1-selective chemotherapeutics: Primary screen using the drug-selected MDR subline cells KB-V1 | 400,000 compounds, 3.4% hits | KB-V1 MDR cells viability, CellTiter-Glo, 72 h | Potency, µM (top dose mostly 46.1 µM), for the others: top-dose activity change, negative = cytotoxicity, hits mostly cytotoxic; note: potency is the fitted concentration of half-maximal effect; % is set by controls: 0 for no effect and ±100 for the full control effect; nearly all actives have a fitted effect of over 60% in size
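Cells of the MDR subline KB-V1 are plated, dosed with compound at multiple concentrations, and incubated 72 h at 37 degrees C; CellTiter-Glo is then added and luminescence read after 10 min.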
SW480 rereplic – A quantitative high throughput screen for small molecules that induce DNA re-replication in SW480 colon adenocarcinoma cells; SW480 DNA re-replication, Hoechst DNA content imaging, 48 h; 340,000 compounds, 1.8% hits; Potency, µM (doses to about 46.1 µM), without a hit: at the top dose re-replication activation, actives largely listed as activators; note: potency is the fitted concentration of half-maximal effect; % of control where 0% means no effect; nearly all actives have a fitted effect of over 55% in size
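Image-based DNA-content assay: after two days of treatment, nuclei were labelled with the DNA dye Hoechst and imaged, and hits were compounds raising the count of nuclei showing high fluorescence intensity.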
MCF10A rereplic – A quantitative high throughput screen for small molecules that induce DNA re-replication in MCF 10a normal breast cells. MCF 10A DNA re-replication, Hoechst nuclear intensity, 48 h. Potency, µM (top dose mostly 46.1 µM), for inactives: at the top dose activity, positive = re-replication, most hits filed as activators. 350,000 compounds, 2.9% hits. AID 624296, 2012; note: potency is the fitted concentration of half-maximal effect; % of control where 0% means no effect; nearly all actives have a fitted effect of over 50% in size
ATXN viability – Viability Counterscreen for Primary qHTS for Inhibitors of ATXN expression; 400,000 compounds, 0.49% hits; Potency, µM (highest dose often 56.7 µM), hits mostly cytotoxic; S2 cells (HEK-293 line with an ATXN2-luciferase reporter) viability, CellTiter-Fluor protease fluorescence, 24 h; note: potency is the fitted concentration of half-maximal effect; nearly all actives have a fitted effect of over 40% in size
ATXN2 expr inh – Primary qHTS for Inhibitors of ATXN expression; HEK-293 ATXN2-luciferase reporter, luminescence, 24 h; Potency, µM (highest dose often 57 µM), for inactives: top-dose activity change, negative = inhibition, most hits filed as inhibitors; 360,000 compounds, 0.72% hits; note: potency is the fitted concentration of half-maximal effect; % is set by controls: 0 for no effect and ±100 for the full control effect; nearly all actives have a fitted effect of over 55% in size
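ATXN2-luciferase reporter cells (luciferase flanked by upstream and downstream ATXN2 gene portions) were treated 24 h at 37 °C with compounds at up to 57 uM. SteadyGlo luminescence gave expression; GF-AFC fluorescence gave viability.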
KB-3-1 tox – qHTS assay for MDR1-selective chemotherapeutics: Primary screen using the parental adenocarcinoma cell KB-3-1. KB-3-1 viability, CellTiter-Glo ATP luminescence, 72 h. Potency, µM (series often up to 46.1 µM), without a hit: at the highest dose activity change, negative = cytotoxic, usual class: cytotoxic. 400,000 compounds, 1.4% hits; note: potency is the fitted concentration of half-maximal effect; % is set by controls: 0 for no effect and ±100 for the full control effect; nearly all actives have a fitted effect of over 60% in size
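Cells are dispensed, compounds pinned in, plates held at 37 °C for 72 h, then CellTiter-Glo is added and luminescence read after 10 minutes. Cell line: parental KB-3-1 in phenol-red-free DMEM, 10% FBS.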
HT1080-NT tox – qHTS for induction of synthetic lethality in tumor cells producing 2HG: qHTS for the HT-1080-NT fibrosarcoma cell line | Potency, µM (titrated, usually from 46.1 µM), for inactives: at the top dose activity, negative = less viability, most hits filed as cytotoxic | 360,000 compounds, 1.6% hits | HT-1080-NT fibrosarcoma viability, CellTiter-Glo ATP luminescence, 48 h;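 note: NT is the 2HG producing partner of a matched IDH1 knockdown line; potency is the fitted concentration of half-maximal effect; 0% = DMSO-treated cells and -100% = media-only wells without cells; nearly all actives have a fitted effect of over 55% in size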
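Luminescent CellTiter-Glo readout after 48 hours of compound exposure at 37 degrees C defined viability of HT-1080-NT cells. Activity was normalized to DMSO wells and cell-free media wells; concentration-response curves were fitted and assigned curve classes.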
IL1B secr inh – qHTS for Inhibitors of Inflammasome Signaling: IL-1-beta AlphaLISA Primary Screen. activity change, % at 57.5 µM. AID 743279, 2014. 360,000 compounds, 4.7% hits. THP-1 LPS/ATP IL-1B secretion, AlphaLISA, 16 h; hits give low values; in the data active = activity change below about -50%; inconclusive = mostly about -30% to -49%; note: % is set by controls: 0 for no effect and ±100 for the full control effect
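Secreted IL-1B measured by AlphaLISA bead assay after 16 h compound exposure of THP-1 cells; compounds (final up to 57.5 uM) added 1 h before LPS (250 ng/mL) and ATP (1.25 mM) stimulation; lower signal means less secretion.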
HT1080 IDH1KD tx – qHTS for induction of synthetic lethality in tumor cells producing 2HG: qHTS for the HT-1080-IDH1KD cell line; HT-1080 IDH1 knockdown viability, ATP luminescence, 48 h; Potency, µM (titrated, usually from 46.1 µM), for the others: at the top dose activity, negative = toxicity, hits mostly cytotoxic; 360,000 compounds, 2% hits;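 note: potency is the fitted concentration of half-maximal effect; 0% = DMSO wells and -100% = cell-free medium wells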
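HT-1080-IDH1KD cells (IDH1 knocked down), 750/well in RPMI with 5% FBS, treated with compound 48 h at 37 degrees C. Viability by CellTiter-Glo luminescence, normalised to DMSO and no-cell wells; concentration-response curves classed.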
* hit, by the source's call; i = inactive; ? = inconclusive; . = no result given. Unless noted, calls come from the whole dose curve; as a rule, active = well fitted curve in the direction sought with a large enough effect; inconclusive = small, poorly fitted or top-dose-only effect, or another doubt; inactive = no such curve, though single readings can be large; an effect the other way counts as inactive or inconclusive.

A first look:
SMILES	KB-V1 MDR tox	SW480 rereplic	MCF10A rereplic	ATXN viability	ATXN2 expr inh	KB-3-1 tox	HT1080-NT tox	IL1B secr inh	HT1080 IDH1KD tx
CCOC(=O)c1cc(OCC(=O)NC(C)C(C)C)cc(C(=O)OCC)c1 (stereo not drawn)	0.0%	2.5%	2.5%	i	-9.9%	2.6%	-0.4%	4.7	-7.1%
CCOc1ccccc1NC(=O)N1CCC(c2nc3ccc(C)cc3[nH]2)CC1	?	14.8%	-1.7%	i	-22.6%	0.9%	0.2%	-0.7	10.4%
COc1ccc(CNC(=O)C(=O)NCC2OCCN2S(=O)(=O)c2ccccc2)cc1 (stereo not drawn)	?	-1.3%	1.4%	i	8.0%	-0.8%	4.9%	3.8	-0.2%
CCC(Cc1ccccc1)NC(=O)CCn1cccc1 (stereo not drawn)	?	4.0%	4.2%	i	-5.9%	-5.3%	?	-2.0	-21.4%

This part in full, from the start:
SMILES	KB-V1 MDR tox	SW480 rereplic	MCF10A rereplic	ATXN viability	ATXN2 expr inh	KB-3-1 tox	HT1080-NT tox	IL1B secr inh	HT1080 IDH1KD tx
CCOC(=O)c1cc(OCC(=O)NC(C)C(C)C)cc(C(=O)OCC)c1 (stereo not drawn)	0.0%	2.5%	2.5%	i	-9.9%	2.6%	-0.4%	4.7	-7.1%
CCOc1ccccc1NC(=O)N1CCC(c2nc3ccc(C)cc3[nH]2)CC1	?	14.8%	-1.7%	i	-22.6%	0.9%	0.2%	-0.7	10.4%
COc1ccc(CNC(=O)C(=O)NCC2OCCN2S(=O)(=O)c2ccccc2)cc1 (stereo not drawn)	?	-1.3%	1.4%	i	8.0%	-0.8%	4.9%	3.8	-0.2%
CCC(Cc1ccccc1)NC(=O)CCn1cccc1 (stereo not drawn)	?	4.0%	4.2%	i	-5.9%	-5.3%	?	-2.0	-21.4%
COCCN(C(=O)COC(=O)CCOc1cc(C)ccc1C)c1c(N)n(Cc2ccccc2)c(=O)[nH]c1=O	-0.3%	1.3%	9.5%	i	3.4%	2.2%	6.3%	0.0	20.2%
COc1cccc2c1OC1(C)CC2N(C(=O)c2ccco2)C(=S)N1c1ccc(F)cc1 (stereo not drawn)	-4.3%	-10.8%	?	?	-18.2%	4.7%	?	15.2	?
COc1cccc(CNC(=O)CCN2C(=S)NC(C)(C)CC2C)c1 (stereo not drawn)	?	4.7%	2.0%	i	-1.1%	-0.2%	1.2%	-15.3	0.4%
Cc1ccc(CN2C(=O)C(C)Sc3ccc(C#N)cc32)cc1 (stereo not drawn)	3.1%	.	.	i	-3.3%	-5.5%	-15.8%	20.2	-8.1%
CN(C)c1ccc(CNC(=O)C2(C)Cc3c(-c4ccc5c(c4)OCO5)ccnc3O2)cc1 (stereo not drawn)	11.6µM*	.	.	i	-8.4%	7.31µM*	?	0.0	?
COc1ccccc1C(=O)NC(=O)COC(=O)c1cc[n+]([O-])cc1	19.1%	2.9%	-3.9%	i	9.8%	-2.8%	5.6%	18.0	3.0%
O=C(COc1ccc([N+](=O)[O-])cc1)Nc1cccc2nsnc12	-2.5%	-1.9%	9.8%	i	-1.4%	6.9%	-1.2%	-3.8	3.5%
Nc1c(C(=O)N/N=C/c2ccc(F)cc2)oc2nc(-c3ccccc3)cc(-c3ccco3)c12	8.2%	355.4%	20.6µM*	.	-32.2%	-3.4%	?	.	20.6µM*
COCCCNC(=S)NNC(=O)c1csc2ccccc12	-17.2%	-1.3%	-2.8%	i	6.4%	-3.7%	8.9%	-7.5	18.8%
CCOC(=O)c1[nH]c2cc(OC)c(OC)cc2c1NC(=O)C(C)N1CCN(Cc2ccccc2)CC1 (stereo not drawn)	?	?	?	i	2.2%	?	-16.5%	-17.6	-6.2%
Cc1nn(-c2ccccc2)c(N)c1N=Nc1cccnc1	-1.6%	-3.4%	-0.8%	?	.	0.1%	10.0%	0.5	9.0%
COC(=O)c1ccc(Cn2c(C)c(C(=O)Nc3cccc(Oc4ccccc4)c3)sc2=O)o1	11.6µM*	.	.	i	-13.8%	?	1.1%	?	-19.3%
CCCC(=O)N(Cc1cc2ccccc2[nH]c1=O)c1ccccc1OC	-21.2%	11.2%	-12.4%	i	3.3%	-1.0%	?	-5.8	-21.3%
Cc1ccc(Cl)cc1N1CCN(C(=O)Cn2cnc3nc4c(cc3c2=O)CCCC4)CC1	?	.	.	?	?	?	.	.	.
CC(=O)N1c2ccccc2Sc2ccccc21	1.4%	4.6%	0.1%	i	.	?	-2.2%	-13.9	-3.3%
Cc1ccc(-c2nnc(NC(=O)c3ccc([N+](=O)[O-])o3)o2)c(C)c1	?	11.3%	?	?	?	?	?	?	?
CN(C)CC#CCOC(c1ccccc1)c1ccccc1	-5.8%	-0.4%	7.1%	i	1.0%	-4.5%	-3.6%	-11.7	-17.0%
CCC(C)c1c(NS(=O)(=O)c2ccc(C)cc2)o[nH]c1=O (stereo not drawn)	3.0%	-3.0%	-0.3%	i	3.1%	-5.0%	-1.1%	-11.5	-1.9%
CCC(C)Sc1nnc(Cc2cc(=O)[nH]c(=O)[nH]2)n1-c1ccc(OC)cc1 (stereo not drawn)	-1.0%	-1.0%	-0.5%	i	1.2%	1.7%	1.0%	-5.2	2.7%
COc1cc(CCCN2CCNC[C@@H]2CC2CCCCC2)cc(OC)c1OC	9.2%	-9.2%	0.0%	i	-3.2%	5.7%	-5.4%	-19.7	-1.1%
CN(CCCC(=O)N1CCCC(C(N)=O)C1)S(=O)(=O)c1ccc(F)cc1 (stereo not drawn)	10.2%	6.0%	10.3%	i	6.8%	13.4%	29.1%	17.5	1.2%
Cc1cc(NC(=O)CSc2nnc(COc3cccc(C)c3C)n2Cc2ccco2)no1	-2.7%	-12.6%	0.2%	i	-7.7%	0.9%	10.0%	-19.6	-4.0%
Nc1ccc2c(c1)C(O)c1ccc(Cl)cc1-2 (stereo not drawn)	-1.7%	21.7%	7.1%	i	-0.7%	-20.5%	2.2%	-9.7	-6.8%
CN(/N=C/c1ccc(O)cc1O)c1ncc(C(F)(F)F)cc1Cl	-28.0%	1.0%	?	?	-28.2%	2.1%	-11.5%	-22.7	-25.1%
O=C(C[C@H]1C/C=C\C[C@@H](Cc2ccc(F)cc2)C(=O)OC[C@@H](Cc2c[nH]c3ccccc23)NC1=O)NCCO	25.8%	-8.0%	3.9%	i	3.3%	14.8%	-2.9%	24.2	1.7%
COc1ccc(NC(C)=O)cc1CNC(=O)CN1CCOCC1	0.0%	-2.9%	?	?	-9.9%	4.6%	6.5%	0.3	8.8%
CC(C)(C)n1nc2c(c1NC(=O)c1cccc(C(F)(F)F)c1)CS(=O)C2 (stereo not drawn)	13.2%	-3.2%	-0.1%	i	0.6%	-4.2%	3.5%	15.2	4.4%
Cc1ccc(C)c(NC(=O)CSc2nnc(C3CCCCC3)o2)c1	4.7%	-7.4%	17.7%	i	4.2%	-5.1%	0.5%	18.8	-1.4%
Cc1ccccc1SCc1noc(C(=O)NCC2CCCO2)c1C(=O)O (stereo not drawn)	0.0%	-4.1%	7.8%	i	4.3%	0.0%	8.2%	33.1	6.1%
O=C(Nc1ccc2c(c1)OCCO2)c1ccc(Cl)c(S(=O)(=O)N2CCOCC2)c1	?	0.8%	5.0%	i	7.6%	1.2%	-1.5%	4.2	-11.7%
CSc1ccc(-c2nc(CN3CCCCC3c3cccnc3)c(C)o2)cc1 (stereo not drawn)	-20.3%	1.0%	?	i	-12.8%	-9.3%	-3.0%	?	-24.5%
Clc1ccc(CSCCc2ccncc2)cc1	-5.3%	1.0%	28.6%	i	6.6%	-3.3%	-10.4%	-10.6	-2.2%
CC1Cc2nc(SCC(=O)Nc3ccc4c(c3)OCO4)n(-c3ccc(F)cc3)c(=O)c2S1 (stereo not drawn)	-13.0%	-12.7%	-5.1%	i	-10.5%	7.7%	10.5%	-23.1	1.9%
COc1ccccc1CC1CC(=O)N(c2ccc([N+](=O)[O-])cc2)C1=O (stereo not drawn)	14.4%	.	.	i	.	-3.2%	1.0%	3.6	-2.7%
c1ccc2c(c1)CCCc1cc(NCCN3CCOCC3)nnc1-2	6.5%	-5.9%	-24.1%	i	-1.3%	0.0%	?	10.0	-0.6%
O=C(c1ccc(Cl)c(S(=O)(=O)N2CCCC2)c1)N1CCCC(C(F)(F)F)C1 (stereo not drawn)	?	3.0%	1.8%	i	-7.3%	14.0%	2.7%	-0.4	4.6%
Cc1cnc(C)c(Nc2nc(C(N)Cc3ccccc3)cs2)n1 (stereo not drawn)	-5.0%	.	.	i	-7.1%	0.0%	?	-17.6	?
C[C@H](O)[C@@H]1C(=O)N2CCc3c([nH]c4ccccc34)[C@@H]2C[C@@H]1N(C)Cc1ccc2c(c1)OCO2	-17.0%	.	.	i	7.3%	-3.2%	-18.2%	-10.8	-12.1%
CCOc1ccccc1N1CCN(C(=O)Nc2ccc(F)c(Cl)c2)CC1	-13.0%	1.2%	3.8%	i	-10.5%	6.2%	5.3%	-5.4	-0.1%
COc1ccc(C(=O)n2cc(C(=O)c3cc(C)ccc3O)cn2)cc1	5.8%	3.4%	?	i	-3.2%	3.4%	1.9%	11.8	-5.5%
Cc1cnc(=O)[nH]c1SCC(=O)c1ccc(F)cc1	11.7%	73.5%	18.4µM*	i	-12.7%	-17.9%	-28.1%	-10.3	-14.2%
Cc1ccccc1NC(=O)Cc1c[nH]c2ccccc12	-1.8%	-0.4%	-0.1%	i	.	3.1%	0.2%	10.0	1.1%

Screens deposited in PubChem by National Center for Advancing Translational Sciences (NCATS).
